High-throughput results as filed in PubChem BioAssay.
BLM inh: blocks DNA unwinding by human BLM helicase. P54132. recombinant BLM DNA unwinding, fluorescence dequenching. Potency, µM (highest dose often 56.1 µM), for inactives: at the highest dose activity change, negative = inhibition, actives largely listed as inhibitors. hit rate 0.2% among 350,000;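 further: plate controls were vehicle for no effect and no enzyme for full effect; nearly all actives have a fitted effect of over 35% in size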
Pol eta inh: blocks human DNA polymerase eta activity; Q9Y253; recombinant Pol eta, fluorescent DNA replication assay; Potency, µM (series often up to 114 µM), inactives show at the top dose activity change, negative = inhibition, most hits filed as inhibitors; hit rate 1.2% among 390,000; AID 588591; further: on the % scale 0 is the no-effect control and ±100 the full control effect
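Fluorescent replication assay: 50 nM final substrate added after a 15 min room-temperature compound preincubation with 10 nM enzyme. Signal taken at 0 min and again at 10 min.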
G9a block: G9a (human) methyltransferase inhibition; Q96KQ7; G9a H3K9 monomethylation, AlphaScreen, 2 h; Potency, µM (series often up to 102 µM), for inactives: at the top dose activity, negative = inhibition, hits mostly inhibitors; hit rate 8.8% among 350,000; AID 504332; further: on the % scale 0 is the no-effect control and ±100 the full control effect; nearly all actives have a fitted effect of over 75% in size
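Step 1: enzyme (final 20 nM) with compound, 15 min RT. Step 2: substrate peptide 500 nM and SAM 20 uM, 2 h RT. Step 3: anti-H3K9me1 antibody and AlphaScreen beads, 10 min, then plate read.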
POLB inh: inhibitors of human DNA polymerase beta. Potency, µM (series often up to 114 µM), inactives show at the highest dose activity change, negative = inhibition, actives largely listed as inhibitors. P06746. Pol beta primer extension/strand displacement, fluorescence kinetic. hit rate 1.3% among 340,000. AID 485314; further: on the % scale 0 is the no-effect control and ±100 the full control effect
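Values derive from four-parameter Hill fits of normalized kinetic data: reads at 0 and 10 min following addition of 50 nM substrate to 10 nM Pol beta preincubated 15 min with compound.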
BAZ2B inh: BAZ2B (human) inhibition | Q9UIF8 | hit rate 4.4% among 360,000 | Potency, µM (series often up to 114 µM), for inactives: at the highest dose activity change, negative = inhibition, usual class: inhibitors | AID 504333 | AlphaScreen BAZ2B-H3K14Ac peptide displacement; further: on the % scale 0 is the no-effect control and ±100 the full control effect; nearly all actives have a fitted effect of over 60% in size
Target sequence (Q9UIF8 whole entry, looked up): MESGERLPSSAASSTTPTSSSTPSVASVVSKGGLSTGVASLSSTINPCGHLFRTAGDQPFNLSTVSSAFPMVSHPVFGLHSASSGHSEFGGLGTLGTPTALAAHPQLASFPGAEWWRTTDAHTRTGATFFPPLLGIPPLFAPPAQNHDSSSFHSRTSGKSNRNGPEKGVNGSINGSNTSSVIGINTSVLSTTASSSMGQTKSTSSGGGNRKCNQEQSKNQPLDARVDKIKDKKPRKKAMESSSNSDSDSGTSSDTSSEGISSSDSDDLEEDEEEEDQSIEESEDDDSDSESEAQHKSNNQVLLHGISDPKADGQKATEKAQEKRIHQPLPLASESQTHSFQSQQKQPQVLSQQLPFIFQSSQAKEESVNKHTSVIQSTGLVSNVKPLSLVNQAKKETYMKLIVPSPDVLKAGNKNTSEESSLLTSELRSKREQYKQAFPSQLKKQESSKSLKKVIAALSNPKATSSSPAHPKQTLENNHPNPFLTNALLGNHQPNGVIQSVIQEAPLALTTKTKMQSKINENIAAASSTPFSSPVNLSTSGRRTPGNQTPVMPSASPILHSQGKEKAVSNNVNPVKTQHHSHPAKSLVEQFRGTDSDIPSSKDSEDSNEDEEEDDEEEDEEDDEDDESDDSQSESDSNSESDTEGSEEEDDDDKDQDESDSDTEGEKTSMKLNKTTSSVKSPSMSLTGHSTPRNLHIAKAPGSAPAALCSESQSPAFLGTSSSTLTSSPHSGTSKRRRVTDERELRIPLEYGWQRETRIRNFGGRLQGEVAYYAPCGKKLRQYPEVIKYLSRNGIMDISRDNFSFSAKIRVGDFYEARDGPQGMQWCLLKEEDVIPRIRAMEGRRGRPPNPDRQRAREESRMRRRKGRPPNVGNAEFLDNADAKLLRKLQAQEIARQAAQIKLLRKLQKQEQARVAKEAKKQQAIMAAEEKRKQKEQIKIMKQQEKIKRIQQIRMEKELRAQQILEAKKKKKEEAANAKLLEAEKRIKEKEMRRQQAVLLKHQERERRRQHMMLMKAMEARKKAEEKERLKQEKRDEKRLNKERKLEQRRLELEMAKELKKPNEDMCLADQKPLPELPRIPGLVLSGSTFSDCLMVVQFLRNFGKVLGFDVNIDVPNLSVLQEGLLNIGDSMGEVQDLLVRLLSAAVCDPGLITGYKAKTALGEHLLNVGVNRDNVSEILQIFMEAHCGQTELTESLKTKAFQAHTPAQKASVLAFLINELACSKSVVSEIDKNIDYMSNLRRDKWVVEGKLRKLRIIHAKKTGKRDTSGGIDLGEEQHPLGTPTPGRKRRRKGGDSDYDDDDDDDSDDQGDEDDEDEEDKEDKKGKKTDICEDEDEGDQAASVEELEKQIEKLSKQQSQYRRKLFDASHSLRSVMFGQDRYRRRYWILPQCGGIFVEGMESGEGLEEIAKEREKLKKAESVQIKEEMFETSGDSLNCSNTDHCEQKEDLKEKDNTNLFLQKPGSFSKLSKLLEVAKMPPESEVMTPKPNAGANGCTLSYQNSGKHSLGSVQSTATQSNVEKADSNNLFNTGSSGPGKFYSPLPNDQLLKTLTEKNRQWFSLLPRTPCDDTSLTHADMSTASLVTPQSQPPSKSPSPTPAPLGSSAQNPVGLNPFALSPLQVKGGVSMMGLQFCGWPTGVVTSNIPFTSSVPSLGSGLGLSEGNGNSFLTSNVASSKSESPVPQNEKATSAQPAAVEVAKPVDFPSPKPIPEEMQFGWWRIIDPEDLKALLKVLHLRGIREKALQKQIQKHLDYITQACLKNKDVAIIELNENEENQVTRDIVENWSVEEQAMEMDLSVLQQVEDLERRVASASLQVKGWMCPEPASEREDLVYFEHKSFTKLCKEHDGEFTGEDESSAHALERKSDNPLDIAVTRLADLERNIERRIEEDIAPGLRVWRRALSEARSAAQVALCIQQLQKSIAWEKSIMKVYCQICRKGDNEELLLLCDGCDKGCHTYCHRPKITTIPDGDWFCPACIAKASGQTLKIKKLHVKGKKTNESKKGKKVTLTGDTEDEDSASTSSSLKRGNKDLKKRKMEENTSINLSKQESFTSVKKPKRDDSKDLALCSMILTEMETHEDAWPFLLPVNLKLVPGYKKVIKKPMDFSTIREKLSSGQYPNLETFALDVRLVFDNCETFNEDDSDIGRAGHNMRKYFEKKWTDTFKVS
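BAZ2B (50 nM) with biotin-H3(5-23)K14Ac peptide (50 nM) in PBS pH 7.4, 0.01% Tween-20, preformed 30 min, then compound 30 min at room temperature; top concentration 110uM. AlphaScreen streptavidin donor/nickel chelate acceptor beads (10 ug/mL final), 20 min dark, signal read.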
JMJD2A Tudor: JMJD2A Tudor domain (human) inhibition | AlphaScreen JMJD2A-Tudor / H3K4me3 peptide binding | Potency, µM (top dose mostly 114 µM), for inactives: top-dose activity change, negative = inhibition, usual class: inhibitors | hit rate 4.4% among 390,000 | AID 504339; further: on the % scale 0 is the no-effect control and ±100 the full control effect; nearly all actives have a fitted effect of over 50% in size
POLK inh: DNA polymerase kappa (human) inhibition. purified Pol kappa, fluorescent DNA synthesis assay, 10 min. hit rate 0.53% among 400,000. Potency, µM (titrated, usually from 107 µM), without a hit: top-dose activity, negative = inhibition, most hits filed as inhibitors. Q9UBT6; further: on the % scale 0 is the no-effect control and ±100 the full control effect
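10 nM Pol kappa preincubated 15 min at room temperature with compounds, then reaction started with substrate at 50 nM final. Fluorescence read kinetically at 0 and 10 min; buffer-only wells served as negative control.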
Pol iota inh: blocks human DNA polymerase iota activity; Pol iota fluorescent replication assay, 10 min; hit rate 1% among 390,000; Potency, µM (top dose mostly 115 µM), inactives show top-dose activity, negative = inhibition, most hits filed as inhibitors; Q9UNA4
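Fluorescent replication assay read twice, at 0 min and 10 min after adding 50 nM (final) substrate. Enzyme (10 nM) and compounds were first incubated 15 min at room temperature; enzyme-free buffer wells were negative controls.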
APEX1 inh: inhibitors of human APE1 endonuclease; Potency, µM (titrated, usually from 65.8 µM), for the others: at the top dose activity change, negative = inhibition, most hits filed as inhibitors; AID 2517; P27695; recombinant APE1, TAMRA/BHQ-2 abasic DNA cleavage fluorescence; hit rate 0.35% among 350,000;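 further: plate controls were vehicle for no effect and reference inhibitor for full effect; nearly all actives have a fitted effect of over 55% in size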
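Step 1: APE1 (0.75 nM) with compound, 15 min RT. Step 2: add 50 nM fluorophore/quencher THF duplex. Step 3: three fluorescence reads 60 s apart (525/598 nm); read 3 minus read 1 = reaction progress.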
* marks the source's active call; other numbers are inactive results; ? = inconclusive; nt = no result given; & = joins results of further samples; [ ] = remark or other dose. The call rests on the fitted dose curve; in most records, active means well fitted curve in the direction sought with a large enough effect; inconclusive means small, poorly fitted or top-dose-only effect, or another doubt; inactive means no such curve, though single readings can be large; an effect the other way counts as inactive or inconclusive. Potency means the concentration at half of the fitted maximal effect.

SMILES | BLM inh | Pol eta inh | G9a block | POLB inh | BAZ2B inh | JMJD2A Tudor | POLK inh | Pol iota inh | APEX1 inh
CC(=O)NC(CC(=O)OCC(=O)NCCc1ccccc1)c1ccccc1 (stereo not given) | nt | -15% | ? | nt | 5% | -13% | -6% | 17% | 29%
CSc1nsc(SCC(=O)Nc2ccc(Br)cn2)n1 | -15% | ? | -2%[59 µM] | ? | ? | -9% | -22% | ? | -7%
COc1cccc(/C=N/c2nc3ccccc3[nH]2)c1O | -9% | 16% | nt | 2% | -9% | -17% | -10% | ? | 7%
CC(C)/C=N\NC(=O)CCCCC(=O)N/N=C/C(C)C | 0% | -1% | -6% | 3% | -6% | -10% | -8% | 32%[activator] | 4%
Cc1ccc(C)c(-c2nnc(NC(=O)CCS(=O)(=O)c3ccccc3)o2)c1 | nt | -13% | 7% | nt | 9% | -5% | -4% | 15% | 26%
O=C(Nc1cccn(Cc2ccc(F)cc2)c1=O)NC1CCCCC1 | -5% | -21% | -14% | -1% | -6% | -28% | -10% | 46%[activator] | -4%
Cc1cccc(N(C)C(=O)c2cc(S(=O)(=O)N3CCCC3)cn2C)c1 | 0%&-1% | -9%&-11% | 2% | 3%&-37% | 0%&-3% | -10%&-19% | 4%&-3% | 7%&9% | 25%
CC1C=CC=CC=CC=CC=CC=CC=CC(OC2OC(C)C(O)C(N)C2O)CC2OC(O)(CC(O)CC(O)C(O)CCC(O)CC(O)CC(=O)OC(C)C(C)C1O)CC(O)C2C(=O)O (stereo not given) | nt | 0.89µM* | nt | nt | nt | 11µM* | 18µM* | 1.3µM* | nt
CCc1nonc1NC(=O)c1oc2cc(Br)ccc2c1C | -6% | 11% | nt | -1% | -11% | 2% | -12% | 25% | -8%
COc1ccc(/C=C2/SC(=S)N(CCCC(=O)N3CCN(C)CC3)C2=O)cc1 | 0% | -21% | ? | 6% | 32µM* | ? | -13% | 15% | -17%
Cc1ccccc1CNC(=O)CCCn1c(=O)c2cccn2c2ccccc21 | -5% | -11% | 10%[59 µM] | 11% | 15% | -12% | 8% | 18% | nt
COc1ccc(C2C(C(C)=O)=C(O)C(=O)N2c2cccnc2)cc1OC (stereo not given) | -3% | -19% | ? | 6% | ? | 79µM* | 0% | 8% | 4%
CCc1nnc(NC(=O)c2csc3c2CCC(C)C3)s1 (stereo not given) | -1% | nt | 11% | 16% | -14% | nt | nt | nt | -1%
Cc1ccccc1NC(=O)Cc1nc(COC(=O)c2cccc(O)c2)cs1 | nt | -13% | 12%[12.7 µM] | nt | -3% | -4% | -1% | -25% | 16%
COc1ccc(N2CC(NC(=O)c3ccc(S(=O)(=O)N4CCOCC4)cc3)CC2=O)cc1 (stereo not given) | 1% | -6% | 23%[59 µM] | 43%[activator] | 1% | -10% | -10%[60.1 µM] | -7% | nt
COc1ccc(C2CC(=O)C(C=NCCCN3CCOCC3)=C(O)C2)cc1 (stereo not given) | 0% | -3% | ? | -22% | -2% | -4% | -9% | -2% | -8%
CC(C)CCNC(=O)C1CCN(C(=O)N2CCOc3ccc(Cl)cc32)CC1 | -9% | -2% | -35%[59 µM] | 1% | -20% | -27% | ? | 12% | nt
Cc1ccc(CNC(=O)CSCc2cccc(F)c2)cc1 | -3% | -4% | -22% | -9% | nt | 50µM* | -1% | 160%[activator] | -2%
CSc1ccc(CNC(=O)CCc2c(C)nn(-c3ccc(N4CCCC4)nn3)c2C)cc1 | 2% | -12% | 6%[59 µM] | 0% | 56µM* | -27% | -16% | 23% | nt
COCCN(CC1CCCN(C2Cc3ccccc3C2)C1)C(=O)CCSC (stereo not given) | -1% | -3% | -3% | 2% | -6% | -3% | 2% | 6% | 27%
CCCC(=O)Nc1ccc2nc(C)n(Cc3ccccc3Cl)c(=O)c2c1 | -1% | 0% | nt | -1% | -2% | -19% | -7% | -18% | -1%
CCCn1nnc(NC(=O)c2ccc(F)cc2)n1 | 1% | -9% | 9% | -15% | -8% | 13% | 3% | 16% | -4%
CC(Oc1ccc(Cl)cc1)C(=O)Nc1sccc1C(N)=O (stereo not given) | -9% | ? | -10% | -1% | -15% | -13% | -30% | 5% | 2%
CC1CN(S(=O)(=O)c2cccc(-c3cn4ccccc4n3)c2)CC(C)O1 (stereo not given) | -2% | 3% | ? | -2% | -8% | -14% | -1% | -3% | -8%
O=C(CN1CCOCCOCCOCC1)Nc1ccccc1 | -1% | -7% | ? | 11% | 2% | -8% | -2% | 0% | 0%
COc1ccc(/C=C/c2nc(C#N)c(N3CCC(C(N)=O)CC3)o2)cc1OC | -1% | -1% | 5%[59 µM] | 6% | -17% | -7% | -2% | -10% | nt
CC/C(=C1/C(=O)CC(C)(C)C(C(=O)OC)C1=O)N1CCCC1 (stereo not given) | -5% | 0% | ? | 14% | -23% | -30% | -12% | -3% | -8%
Cc1ccc(C(=O)Nc2ccc3c(c2)OCO3)cc1S(=O)(=O)N1CCCCC1 | -11% | -3% | ? | -29% | -34% | -30% | -10% | -3% | -8%
CCOc1ccc(NC(=O)CN(C)C(=O)c2cc(C3CC3)nn2-c2ccccc2)cc1OCC | nt | -10% | ? | nt | -8% | -21% | 5% | 20% | -20%
COc1cccc(-c2cc(=O)c3cc(NC(C)=O)ccc3[nH]2)c1 | 0% | 4% | ? | -1% | -35% | -19% | 0% | 1% | -2%
CC1(C(=O)O)CCC(C(=O)Nc2ccccc2O)C1(C)C (stereo not given) | 3% | -6% | -14% | 9% | 12% | -16% | -15% | 5% | -2%
CCOC(=O)/C(=C\C=C\c1ccccc1)NC(=O)c1ccccc1 | 1% | -14% | 19%[59 µM] | -1% | -2% | -6% | -13% | -5% | 0%
Cc1ccc(O)c(C2=NNC(O)(C(F)(F)F)C2)c1 (stereo not given) | -4% | -7% | 56µM* | 4% | 11% | -13% | -20% | 2% | -4%
CC(=O)Nc1ccc(S(=O)(=O)/N=C2/NC(=O)/C(=C\c3ccco3)S2)cc1 | 0% | 20µM* | 22µM* | 10µM* | ? | -18%[11.4 µM] | ? | ? | ?
Cc1cc([N+](=O)[O-])nn1CC(=O)NNC(=S)Nc1ccc(F)cc1 | -2% | -5% | 13%[0.0925 µM] | 57% | 5% | -13% | 0% | 14% | 12%
COc1ccc(NC(=S)NNS(=O)(=O)c2ccc3ccccc3c2)c(OC)c1 | 0% | 3% | nt | 31% | ? | 25µM* | -11% | 57%[activator] | -2%
Cc1ccc(C(=O)Nc2ccc(Nc3ccccc3)cc2)cc1Br | nt | -3% | nt | nt | nt | ? | -5% | 44%[activator] | nt
Cc1nc(SCC(=O)c2ccc(Cl)s2)c2oc3ccccc3c2n1 | 6% | -18% | ? | 14% | -26% | 2% | -1% | 5% | -2%
CN(CCc1ccccc1)C(=O)c1ccc(NC(=O)Cc2cccc(NC(=O)C3CCN(C(=O)C4CCCC4)CC3)c2)cc1 | nt | -15% | nt | nt | nt | -14% | -7% | -4% | nt
COc1ccc(-c2csc(C3=C(O)CN(Cc4ccc(Cl)cc4)C3=N)n2)cc1OC | -16% | -26% | -8%[59 µM] | ? | 0% | 3% | -8% | 3% | -7%
Cc1nnc(-c2cccc(Br)c2)c2cn(-c3ccccc3)nc12 | -2% | -1% | 8% | 14% | 2% | ? | -7% | 1% | 0%
C=CCN1CN=C(NS(=O)(=O)c2ccc(NC(C)=O)cc2)NC1 | -3% | 0% | -36% | 2% | 13% | -6% | -6% | -7% | ?
CN1CCN(Cc2cccc3ncccc23)CC1CCO (stereo not given) | -3% | -4% | 16% | -20% | -13% | -8% | 0% | 2% | 41%[activator]
O=C1/C(=C/c2cccc(Cl)c2)CSc2sccc21 | -7% | -24% | 217%[activator] | 9% | 49%[activator] | 45%[activator] | -3% | -12%[58.9 µM] | -3%
Cc1ccc(S(=O)(=O)N2CCC3(CC2)CC(=O)c2ccccc2O3)cc1 | nt | -12% | -5%[0.501 µM] | nt | 7% | -12% | 1% | -2% | 13%

Brought forward from above: 4 entries, then new ones.
SMILES | BLM inh | Pol eta inh | G9a block | POLB inh | BAZ2B inh | JMJD2A Tudor | POLK inh | Pol iota inh | APEX1 inh
C=CCN1CN=C(NS(=O)(=O)c2ccc(NC(C)=O)cc2)NC1 | -3% | 0% | -36% | 2% | 13% | -6% | -6% | -7% | ?
CN1CCN(Cc2cccc3ncccc23)CC1CCO (stereo not given) | -3% | -4% | 16% | -20% | -13% | -8% | 0% | 2% | 41%[activator]
O=C1/C(=C/c2cccc(Cl)c2)CSc2sccc21 | -7% | -24% | 217%[activator] | 9% | 49%[activator] | 45%[activator] | -3% | -12%[58.9 µM] | -3%
Cc1ccc(S(=O)(=O)N2CCC3(CC2)CC(=O)c2ccccc2O3)cc1 | nt | -12% | -5%[0.501 µM] | nt | 7% | -12% | 1% | -2% | 13%
Cc1ccc(C)c(Nc2nn3c(=O)c4ccc(C(=O)NCc5cccs5)cc4nc3s2)c1 | -29% | ? | -1%[59 µM] | 11µM* | -10% | -16% | 4%[60.1 µM] | -10% | nt
CCC1=C(OC(=O)c2ccccc2)C(C)(C)C(c2ccccc2)OC1=O (stereo not given) | -7% | -19% | 19% | 0% | 5% | 27% | 3% | -2% | 3%
CC1CCN(C2=NC(=O)/C(=C/c3ccc(O)cc3)S2)CC1 | -7% | -18% | 1% | 23% | 1% | -27% | -6% | 79%[activator] | 31%
C#CCOCCOCCOCCNc1nc(N2CCN(C(=O)CCCCCCCCCCNC(=O)[C@@H](CCC(=O)O)n3cc(CCCCCN)nn3)CC2)nc(N2CCN(C(=O)CCCCCCCCCCNC(=O)[C@H](CO)n3cc(CCCCCN)nn3)CC2)n1 | nt | -18% | -7%[2.33 µM] | nt | -38% | ? | 4% | -4% | 34%
CCCc1cc(=O)oc2cc(OCC(=O)NC3CC(C)(C)NC(C)(C)C3)ccc12 | 4% | 7% | 13% | 32% | -4% | -8% | 0% | 27% | 8%
COc1ccc(N=C(C)C2=C(O)COC2=O)cc1 | 0% | -4% | 6.3µM* | -26% | -19% | -14% | -4% | 8% | 0%
Cc1cccc(N2CCN(C(=O)CS(=O)(=O)Cc3nc(-c4ccccc4C)oc3C)CC2C)c1 (stereo not given) | -11% | -17% | ? | -24% | ? | -32% | -7% | 1% | nt

A portion of the library (hit frequency here may not be typical).
